14-3-3g Raf: 14-3-3 gamma protein interaction modulation | P61981 | FP, 14-3-3gamma / TMR-pS259-Raf peptide binding | inhibition, % at 40 µM | actives 0.19% (n = 160,000) | AID 422; in the data active = inhibition above about 30%;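 note: 0% = protein plus tracer without compound and 100% = blank with tracer alone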
Target sequence (P61981 whole entry, looked up): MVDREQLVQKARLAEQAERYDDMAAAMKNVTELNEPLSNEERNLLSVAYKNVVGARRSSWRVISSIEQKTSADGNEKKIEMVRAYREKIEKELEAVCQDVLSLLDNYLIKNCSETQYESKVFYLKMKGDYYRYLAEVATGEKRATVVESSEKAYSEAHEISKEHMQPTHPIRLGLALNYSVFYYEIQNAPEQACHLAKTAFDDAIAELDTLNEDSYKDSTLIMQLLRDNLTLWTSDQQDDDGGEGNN
Numbers without * were called inactive; & = joins results of further samples.

14-3-3g Raf	SMILES
-4.1	CCc1ccc(-n2c(SCC(=O)c3ccc(Br)cc3)nc3[nH]ncc3c2=O)cc1
-5.0	COC(=O)c1ccc(NC(=O)C2CCN(C(=O)c3ccccc3)CC2)cc1
-4.5	O=C(CSc1nc2ccccc2c(=O)n1C1CC1)NC1CCCC1
-3.1	CC(C)(C)C(O)CN1C2=NCCN2c2ccccc21 (configuration not stated)
-6.0	Cc1ccccc1Cn1cc(SCC(=O)Nc2ccc3c(c2)OCCO3)c2ccccc21
2.5	COc1ccc2nc(SCc3ccc(Cl)cc3)[nH]c2c1
-0.1	CCCn1c(CN2CCCCC2CC)nc2c1c(=O)n(C)c(=O)n2C (configuration not stated)
-8.5	CC1CN(C(=O)c2ccc(C(=O)c3ccccc3)cc2)CC(C)O1 (configuration not stated)
-33.5	COc1ccc(C2NC(=O)c3c(sc(C)c3C)N2)cc1 (configuration not stated)
-21.9	CCCc1cc(=O)[nH]c(Nc2ccc(OC)c(Cl)c2)n1
-10.2	Cc1ccccc1-n1c(=O)c2ccccc2n(Cc2ccc(Cl)cc2)c1=O
-3.4	COc1ccc(C(CC(=O)O)NC(=O)c2ccccc2)cc1OC (configuration not stated)
-18.4	O=C(CCN1C(=O)c2ccccc2C1=O)Nc1ccc(C(=O)OC2CCCCC2)cc1
-3.3	CN(C)c1nc(SCC#N)nc(N(C)C)n1
0.2&-1.4	CO[C@@]1(NC(=O)CSCC#N)C(=O)N2C(C(=O)O)=C(CSc3nnnn3C)CS[C@@H]21
8.1	Cc1ccc(OCC(=O)Oc2cccc(NC(=O)c3ccc(Br)cc3)c2)cc1C
-5.5	Cc1ccc(OCc2nnc(SCC(=O)c3ccccc3)n2Cc2ccco2)cc1
-18.1	CS(=O)(=O)c1ccc2nc(NC(=O)CCOc3ccccc3)sc2c1
-3.5	Cc1ccccc1N1CCN(CCC(=O)Nc2ccc(F)cc2)CC1
-1.8	CCC(C)NC(=O)C1c2ccccc2C(=O)N1Cc1ccccc1OC (configuration not stated)
-2.7	COCCNC(=O)CN(c1cc(Cl)ccc1OC)S(C)(=O)=O
4.2	Cc1ccc([N+](=O)[O-])cc1S(=O)(=O)Nc1ccc2oc(C)c(C(=O)OC(C)C)c2c1
-5.9	COc1cccc2sc(=NC(=O)c3ccc(S(=O)(=O)N4CCOCC4)cc3)n(C)c12
-18.5	CCc1ccc(NC(=O)CCS(=O)(=O)c2cccc3nsnc23)cc1
-23.4	COc1ccc(-c2ccc(Nc3ccc(S(=O)(=O)N4CCCC4)cc3)nn2)cc1OC
-6.7	CC(C)CCn1c(C=Cc2ccccc2)nc2ccccc21
-8.1	Cc1ccccc1CS(=O)(=O)Cc1ccc(C(=O)O)o1
-22.6	CCCNC(=O)c1ccc2c(c1)nc(C)n2-c1ccc(OCC)cc1
-4.2	O=C1CCC(=O)N1c1ccc(NC(Cc2ccccc2)c2ccccc2)c([N+](=O)[O-])c1 (configuration not stated)
-1.7	COc1ccc(N2C(=O)C3CCCN3C2c2cccc(C)c2)cc1 (configuration not stated)
6.0	CC1CCCN(S(=O)(=O)c2ccc3[nH]cc(C(=O)O)c(=O)c3c2)C1 (configuration not stated)
-7.4	O=C(Nc1ccc2c([N+](=O)[O-])cccc2c1)c1ccccc1C(=O)c1ccc(Cl)c([N+](=O)[O-])c1
-33.6	CCN(CC)c1ccc2cc(C(=O)Nc3ccc(C)cc3)c(=N)oc2c1
-6.2	COCCn1c(=S)[nH]c2cc(C(=O)NCc3cccnc3)ccc2c1=O
-6.4	COc1ccc(Cn2c(=S)[nH]c3cc(C(=O)N4CCCC4)ccc3c2=O)cc1
-6.2	COc1cccc(C2NCCc3c2[nH]c2ccccc32)c1OC (configuration not stated)
-1.0	COc1ccc(OC(C)C(=O)Nc2ccc(C)cc2C)cc1 (configuration not stated)
3.7	Cc1ccc(-c2nn3nnnc3c3ccccc23)cc1
-4.0	COc1cc(C(=O)Oc2ccc3c(=O)c(Oc4ccccc4C(C)C)coc3c2)cc(OC)c1OC
-2.3	Cc1sc2nc(-c3ccccc3Cl)n(CC(=O)c3ccc(Br)cc3)c(=O)c2c1C
-3.2	Cn1c(=O)c(C(=O)NCc2ccc3c(c2)OCO3)c(O)c2ccccc21
2.9	CCOc1cc2c(cc1OCC)C1C(C(=O)N3CCN(C(=O)c4ccco4)CC3)c3ccccc3C(=O)N1CC2 (configuration not stated)
-19.6	CCc1ccccc1NS(=O)(=O)c1ccc2[nH]cc(C(=O)NC(C)CC)c(=O)c2c1 (configuration not stated)
-11.1	CCOC(=O)c1cc(C)sc1N1C(=O)C2C3C=CC(C3)C2C1=O (configuration not stated)
0.7	COc1ccc(N2CCN(c3ncnc4sc(C(=O)NCc5ccc(Cl)cc5)c(C)c34)CC2)cc1
-9.2	Cc1nnc2c(N3CCC(C)CC3)nc3ccccc3n12
-1.8	CN(Cc1ccccc1)C(=O)Cn1ncc2c(=O)oc3ccccc3c21
8.1	Cc1c(C(=O)Nc2ccc(C(F)(F)F)cc2)sc2ncnc(N3CCCCC3C)c12 (configuration not stated)
3.1	O=C(Nc1ccc(NC(=O)C2CC2)nc1)c1cccc(F)c1
-1.3	CCOc1ccccc1C(=O)NCCC(=O)O
-4.4	c1cnc(N2CCN(Cc3c[nH]c4ccccc34)CC2)nc1
2.2	COCC(C)NC(=O)c1ccc(N(C)C)cc1 (configuration not stated)
1.3	Cc1cccc(C)c1OCCn1c(-c2ccc(Cl)cc2)nc2ccccc2c1=O
-9.3&1.0	Cc1ccc(S(=O)(=O)CC(C)N2CCOCC2)c(S(=O)(=O)CC(C)N2CCOCC2)c1 (configuration not stated)
-5.8	CCN(CC)S(=O)(=O)c1cccc(C(=O)Nc2cccnc2)c1
-20.8	COc1cccc(N2CCC(=O)N2)c1
-7.7	CCCC(=O)NCCc1nc2ccccc2n1CC
-4.3	O=C(COc1ccccc1)N1CCN(c2nnc(-c3ccccc3)c3ccccc23)CC1
-11.1	Nc1ccc2nc(SCC(=O)c3ccc(Br)cc3)sc2c1
-13.5	CCOC(=O)c1cnc2c(ccc3ccccc32)c1NCCOC(=O)C(C)(C)C

The results go on:
14-3-3g Raf	SMILES
-18.3	Cc1ccc(C(=O)N2N=C(c3ccc(NS(C)(=O)=O)cc3)CC2c2ccco2)cc1 (configuration not stated)
-152.8	O=C(Nc1cccc(-c2nc3ccccc3o2)c1)c1cccc(Br)c1
-5.0	CCOc1cccc(C(N)CC(=O)O)c1 (configuration not stated)
1.2&-9.8	O=C(C1CC1)N1CCc2cc(S(=O)(=O)N(CCO)Cc3ccccc3)ccc21
-5.3	COc1ccc(N2CC(C(=O)Nc3ccc(F)cc3F)CC2=O)cc1 (configuration not stated)
0.8	CC1CC(=O)NN=C1c1ccc(Cl)cc1 (configuration not stated)
-12.6	CCCc1ccc(C#N)c(SCC(=O)N2c3ccccc3Sc3ccccc32)n1
0.3	COC(=O)[C@H](C)NC(=O)Nc1cccc(C(F)(F)F)c1
-28.2	O=C(CSc1nnc2c(n1)[nH]c1ccccc12)Nc1ccc2ccccc2c1
-11.5	CC(C)CC(=O)N1c2ccccc2NC2=C(C(=O)CC(C)(C)C2)C1c1ccc(Cl)cc1 (configuration not stated)
-0.9	O=C(CS(=O)(=O)c1ccc(Cl)cc1)c1ccccc1
-4.3	CCOC(=O)c1sc2nc3n(c(=O)c2c1C)CCC(C)CC3 (configuration not stated)
-5.9	COc1ccc(NC(=O)C2CCN(S(=O)(=O)c3ccc(OC)c4ncccc34)CC2)cc1
-14.1	Cc1nc(C)c(C(=O)Nc2ccc3c4c(cccc24)CC3)s1
-41.0	CN(c1ccc(Br)cc1)S(=O)(=O)c1ccc2[nH]cc(C(=O)N3CCN(c4ccccc4)CC3)c(=O)c2c1
-26.0	Cc1ccc2nc(NC(=O)CSc3nc4c(c(=O)n3-c3ccccc3)SCC4)sc2c1
-4.2	CCOC(=O)C(NC(C)=O)(N1CCOCC1)C(F)(F)F (configuration not stated)
-5.0	Cc1cc(C)c(C2=NN(c3ccccc3)C(c3ccco3)C2)cc1C (configuration not stated)
-4.9	CC(=O)n1cc(C2C(=O)CC(C)(C)CC2=O)c2ccccc21
-4.8	O=C(Nc1ccc(F)cc1)C1CC(=O)N(c2ccc(Cl)cc2)C1 (configuration not stated)

In the list so far, 2 have a tert-butyl group:
14-3-3g Raf	SMILES
-3.1	CC(C)(C)C(O)CN1C2=NCCN2c2ccccc21 (configuration not stated)
-13.5	CCOC(=O)c1cnc2c(ccc3ccccc32)c1NCCOC(=O)C(C)(C)C

(further entries)
14-3-3g Raf	SMILES
-4.9	CCN(CC)CCCNC(=O)Cn1ccc2ccccc2c1=O
1.3	CCOC(=O)N1CCC(N2CC34C=CC(O3)C(C(=O)Nc3ccc(OCC)cc3)C4C2=O)CC1 (configuration not stated)
-9.5	O=C(NCCc1ccc(Cl)cc1)C1CCC(CNS(=O)(=O)c2ccccc2)CC1 (configuration not stated)
-4.0	N=c1sccn1CC(=O)Nc1ccc2c(c1)CCC2
-12.1	CCNc1nc(NC(C)C)nc(N(C#N)CCOc2ccc(Cl)cc2Cl)n1
-63.6	O=C(Nc1ccc2nn(-c3ccccc3)nc2c1)c1ccc(-c2cccc(Cl)c2)o1
-11.4	COc1cccc2c1OC1(C)CC2NC(=O)N1CCc1ccccc1 (configuration not stated)
-5.9	CCCc1cc(C(=O)Cc2ccc(F)cc2)c(O)cc1O
10.1	COc1ccccc1N1CCN(CCN(C(=O)c2ccc(F)cc2)c2ccccn2)CC1
2.5	O=C(CCc1ccccc1)NCCOc1ccccc1
-2.5	CCOc1ccc(-c2nnc(N3CCOCC3)c3ccccc23)cc1
3.8	CCOc1ccc(C2=NC(c3ccc(C)cc3)NC(c3ccccc3O)C2)cc1 (configuration not stated)
2.8	CC(C)c1nnc(NC(=O)c2cccc(Cl)c2)s1
0.6	CCn1c(SCC(=O)Nc2ccc(OC)cc2)nc2ccsc2c1=O
-2.6	COc1cccc(-n2c(C)nnc2SCC#N)c1
-1.9	CCCN1C2=C(C(=O)CC(C)(C)C2)C(c2ccc(O)c(Cl)c2)C2=C1CC(C)(C)CC2=O
-10.3	O=C(NCc1ccc2c(c1)OCO2)c1nn2cccnc2c1Cl
-4.3	CCOC(=O)c1ccc(NS(=O)(=O)c2ccc(SC)cc2)cc1
-2.6	O=S(=O)(c1cccc(-c2nn3c(-c4ccncc4)nnc3s2)c1)N1CCOCC1
3.8	COc1ccc(NC2c3ccccc3C(=O)N2c2cccnc2)cc1Cl (configuration not stated)

Reformatted field by field: 3 of the compounds above.
structure: CCOC(=O)N1CCC(N2CC34C=CC(O3)C(C(=O)Nc3ccc(OCC)cc3)C4C2=O)CC1 (configuration not stated)
- 14-3-3g Raf = 1.3
structure: CCOc1ccc(-c2nnc(N3CCOCC3)c3ccccc23)cc1
- 14-3-3g Raf = -2.5
structure: O=S(=O)(c1cccc(-c2nn3c(-c4ccncc4)nnc3s2)c1)N1CCOCC1
- 14-3-3g Raf = -2.6

Next part.
14-3-3g Raf	SMILES
0.5	COc1ccc(-c2ccc(-c3nnn(CC(C)=O)n3)cc2)cc1
-4.5	COc1ccc([N+](=O)[O-])cc1N1C(=O)C2C3c4ccccc4C(c4ccccc43)C2C1=O (configuration not stated)
-0.7	O=C(CCC1CCCC1)Nc1c2c(nn1-c1ccc(Cl)cc1)CSC2
2.4	CN(c1ccc(C(=O)NCCC2=CCCCC2)cc1)S(C)(=O)=O
-10.4	Cc1cc(=O)n2nc(N3CCCC(C(=O)NCc4ccco4)C3)sc2n1 (configuration not stated)
6.1	COc1ccc(NS(=O)(=O)c2ccc(N=Cc3cc(Br)ccc3O)cc2)nn1
4.4	Nc1nc2n(n1)C(c1ccccc1Cl)CC(c1ccc(F)cc1)N2 (configuration not stated)
-4.1	CCOc1ccc(C2c3c(oc4ccccc4c3=O)C(=O)N2CCCN2CCOCC2)cc1OCC (configuration not stated)
-67.4	O=C1CCCC2=C1C(c1ccc(Cl)cc1)C1=C(N2)c2ccccc2C1=O (configuration not stated)
-12.9	CCOC(=O)N1CCC(NC(=O)c2ccc3c(c2)sc2nc(-c4ccccc4)cn23)CC1
-3.8	O=c1[nH]c2sc3c(c2c2nncn12)CCCC3
-6.4&-2.5	CC1CC(C)CN(CCCNC(=O)c2ccc3c(c2)NC(=O)C(N2CCCCC2)S3)C1 (configuration not stated)
-5.7	COCc1cc(C)nc2sc3c(=O)oc(C)nc3c12
-7.3	COC(=O)CN(Cc1ccco1)S(=O)(=O)c1ccccc1
0.9	CNc1ccc([N+](=O)[O-])cc1-n1cc2c(=O)n(C)c(=O)n(C)c2c1
-4.3	COC(=O)C1CCN(c2cc(=O)n(-c3ccc(OC)cc3)c(=O)[nH]2)CC1
-4.8	CCCCCOc1ncnc2c1sc1nc3c(cc12)COC(C)(C)C3
-2.9	CC(=O)Nc1ccc(S(=O)(=O)N(c2nccs2)S(=O)(=O)c2ccc(NC(C)=O)cc2)cc1
-2.1	CC(=O)N1c2cc(Br)ccc2NC(=O)CC1C (configuration not stated)
-8.3	COc1ccc(C(=O)OCn2nnc3ccccc3c2=O)cc1OC
-14.7	CCN(Cc1ccccc1)C(=O)c1cccn2c(=O)c3c4c(sc3nc12)CCCC4
3.1	Cc1ccc(N2C(=O)c3ccccc3NC2c2ccccc2)cc1C (configuration not stated)
5.6	O=C(Nc1ccc(NC(=O)c2cc([N+](=O)[O-])ccc2Cl)cc1)c1cccc(Cl)c1
2.9	O=C(NCCCN=C1NS(=O)(=O)c2ccccc21)c1ccc(S(=O)(=O)N2CCCCC2)cc1

Reformatted: results already given.
CCN(Cc1ccccc1)C(=O)c1cccn2c(=O)c3c4c(sc3nc12)CCCC4
  14-3-3g Raf = -14.7
Cc1ccc(N2C(=O)c3ccccc3NC2c2ccccc2)cc1C (configuration not stated)
  14-3-3g Raf = 3.1
O=C(Nc1ccc(NC(=O)c2cc([N+](=O)[O-])ccc2Cl)cc1)c1cccc(Cl)c1
  14-3-3g Raf = 5.6

Source: PubChem BioAssay

This is a subset, so the mix of outcomes need not match the whole.
